HTR5A inv ag = inverse agonist of human HTR5A in OPRM1-OPRD1 counter-screen. AID 504634. inhibition, % at 9.3 µM. actives 0.083% (n = 340,000). HTR5A cell line, luminescence, inverse agonism; in the data active = inhibition mostly above about 23%, no sharp cut-off; inactive = mostly below about 18%;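 note: 0% = cells with DMSO and 100% = no-cell wells with DMSO; some compounds called inactive have numbers as strong as hits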
Target sequence (P47898 whole entry, looked up): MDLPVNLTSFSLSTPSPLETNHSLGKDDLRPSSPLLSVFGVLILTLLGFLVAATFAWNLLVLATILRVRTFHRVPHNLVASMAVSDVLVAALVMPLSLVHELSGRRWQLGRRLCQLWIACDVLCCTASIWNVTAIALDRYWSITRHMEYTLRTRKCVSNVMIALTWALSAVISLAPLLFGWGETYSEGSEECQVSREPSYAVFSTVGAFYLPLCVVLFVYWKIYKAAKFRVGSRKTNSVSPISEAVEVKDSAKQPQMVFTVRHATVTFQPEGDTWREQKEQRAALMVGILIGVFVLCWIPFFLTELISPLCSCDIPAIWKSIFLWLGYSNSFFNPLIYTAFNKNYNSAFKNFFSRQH
OPRM1-OPRD1 ag = agonists of human mu-delta opioid receptor heterodimerization; activation, % at 9.3 µM; P35372+P41143; cells, OPRM1-OPRD1 heterodimerization, luminescence; AID 504326; actives 0.3% (n = 340,000); in the data active = activation above about 18%;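 note: 0% = vehicle-treated cells and 100% = reference agonist; values of inactives mirror those of a sister screen read the other way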
PKA-R2B activ = PKA-R2B complex activation; actives 0.079% (n = 340,000); activation, % at 11.4 µM; PKA-R2B holoenzyme dissociation, Cy5-IP20 fluorescence polarization; R2B truncated from residue 108, S112A mutant; 0% DMSO only, 100% 113 µM cGMP;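 active = activation above a cutoff set at the mean over all compounds plus 3 SD, cut at about 18% in these data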;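 note: higher means more holoenzyme dissociation and a rise in polarization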
Target sequence (P31323 whole entry, looked up, other chains not shown, the tested form may be a part): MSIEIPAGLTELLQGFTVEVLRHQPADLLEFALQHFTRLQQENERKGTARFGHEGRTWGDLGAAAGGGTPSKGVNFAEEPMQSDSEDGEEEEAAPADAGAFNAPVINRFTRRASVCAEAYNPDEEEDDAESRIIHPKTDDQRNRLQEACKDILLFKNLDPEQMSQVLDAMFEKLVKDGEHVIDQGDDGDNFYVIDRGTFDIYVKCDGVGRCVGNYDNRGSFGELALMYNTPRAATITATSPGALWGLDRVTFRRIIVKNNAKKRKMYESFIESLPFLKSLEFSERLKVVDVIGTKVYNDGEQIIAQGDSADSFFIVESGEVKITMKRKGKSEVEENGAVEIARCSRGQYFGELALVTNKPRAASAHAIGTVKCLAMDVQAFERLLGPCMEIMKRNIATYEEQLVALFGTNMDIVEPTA
Pemphigus Ab inh = inhibitors of pemphigus antibody binding to human desmoglein-3; P32926; DSG3-coupled beads, scFv-anti-DSG3-GFP binding, flow cytometry; active compounds read low; binding (percent of control), % at 10 µM; actives 0.48% (n = 310,000);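 active = binding more than 3 SD below its plate's average and above zero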;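 note: hits lower antibody fragment binding to DSG3; some compounds called inactive have numbers as strong as hits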
DAGLB inh = diacylglycerol lipase beta (human) inhibition; HEK293T DAGLB membrane lysate, EnzChek fluorogenic substrate; inhibition, % at 5.17 µM; actives 0.059% (n = 340,000); in the data active = inhibition above about 34%;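 note: 0% = enzyme with vehicle and 100% = wells lacking enzyme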
V-ATPase pHluor = regulators of yeast V-ATPase proton transport; S. cerevisiae, pHLuorin cytosolic pH fluorescence; response, % at 10 µM; actives 0.37% (n = 350,000); AID 504577; in the data active = response mostly above about 7.3%, no sharp cut-off; inactive = mostly below about 5.4%; note: actives read high; inactives centre near 0; some compounds called inactive have numbers as strong as hits; reference of the scale not given here
MOR-DOR inv ag = mu-delta opioid heterodimer inverse agonism. actives 0.21% (n = 340,000). cell-based MOR-DOR heterodimer luminescence. P35372+P41143. inhibition, % at 9.3 µM; in the data active = inhibition above about 22%, passing the limit was not always enough;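 note: 0% = cells with DMSO and 100% = wells without cells with DMSO; values of inactives mirror those of a sister screen read the other way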
PKA-R1A activ = PKA-R1A complex activation | P00514+P68181 | PKA-R1A dissociation, Cy5-IP20 fluorescence polarization; scaled: DMSO 0%, 113 µM cGMP 100% | activation, % at 11.4 µM | actives 0.083% (n = 340,000);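 active = percent activation above the mean of all tested compounds plus 3 SD, cut at about 19% in these data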;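 note: higher means more PKAc released from R1A so a rise in polarization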
HTR5A ag ctr = HTR5A agonism, opioid heterodimer counter-screen; activation, % at 9.3 µM; P47898; actives 0.61% (n = 340,000); HTR5A agonist assay, luminescence, cell-based; AID 504692; in the data active = activation mostly above about 9.5%, no sharp cut-off; inactive = mostly below about 7.6%;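 note: 0% = cells with vehicle only and 100% = reference agonist; strong numbers were not always called active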
Arrestin-AP2 inh = blocks beta-arrestin peptide binding to AP2 adaptin; FITC-arrestin peptide / GST-AP2 beads, flow cytometry; AP2 beta2 appendage carries R879A mutation; inhibition, % at 10 µM; actives 0.31% (n = 340,000); AID 504490;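 active = inhibition above a set limit, near 3 SD of compounds lacking own fluorescence, cut at about 54% in these data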;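 note: plate controls were DMSO wells for no effect and 5 µM unlabelled arrestin peptide for full effect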
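System: GST-tagged AP2 beta2-adaptin appendage (R879A) on 4 µm glutathione beads / Reagent: FITC-arrestin peptide, 50 nM / Detection: HyperCyt-sampled flow cytometry, FL1 channel, ex 488/em 535 nm / Timing: 12 min plus 1 h, RT / Buffer or medium: PBS plus Tween 20 (0.05%) and BSA (0.1%)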
An asterisk follows results filed as active; / = no result given.

SMILES	HTR5A inv ag	OPRM1-OPRD1 ag	PKA-R2B activ	Pemphigus Ab inh	DAGLB inh	V-ATPase pHluor	MOR-DOR inv ag	PKA-R1A activ	HTR5A ag ctr	Arrestin-AP2 inh
COc1ccc(C(CNC(=O)C(C)Sc2ccccc2)N2CCOCC2)cc1 (configuration not stated)	13	-2.1	-8	106	-1	6	11	3	-5	4
O=C(O)CSc1ncnc2scc(-c3ccccc3)c12	14	-2.5	2	104	0	5	12	-7	-5	7
Cc1ccc(F)cc1NC(=O)CSCc1c(C)noc1C	10	-2.4	6	103	-2	0	10	-4	-4	-2
CC1(C)CC(n2c(=S)[nH]c3ccccc3c2=O)CCO1 (configuration not stated)	13	-1.6	-6	97	-1	0	8	-8	-6	9
CNC(=O)CC1C(=O)N(C)C(=S)N1NC(=O)c1ccc(Cl)cc1 (configuration not stated)	3	-2.8	-2	88	-2	1	14	-5	-2	5
CCOc1c(Cl)cc(CNc2nnnn2C)cc1OC	1	-2.8	-10	130	1	-1	14	4	0	-9
CC(c1ccccc1)N1C(=O)c2ccc(C(=O)NCc3cccnc3)cc2C1=O (configuration not stated)	1	-3.1	-7	108	4	-4	17	-1	0	2
COc1cc(C(=O)N2CCCN(C)CC2)cc(OC)c1C	-11	-1.3	-2	101	1	3	6	6	3	6
O=C(Nc1ccc(-c2noc(-c3cccs3)n2)cc1)c1cccnc1	-3	-1.4	0	102	1	-1	7	-5	1	2
CC(=O)OC(C[N+]1(C)CCCCCC1)c1ccccc1 (configuration not stated)	-1	-3.1	-4	107	-1	1	16	-1	0	-5
CN1CCN(c2ccc(NC(=O)c3cccc(S(=O)(=O)N4CCCC4)c3)cc2)CC1	-14	-2.9	-3	/	0	2	12	-11	6	12
CCC(=O)OCC(=O)c1c(N)n(Cc2ccccc2)c(=O)n(C)c1=O	-4	-2.4	-1	99	2	-2	11	4	-1	0
CC1CCCCN1CCn1c(=S)[nH]c2cc3c(cc2c1=O)OCO3 (configuration not stated)	4	-1.4	-3	118	1	1	7	-8	-2	-38
O=C(/C=C/c1ccc(F)cc1)NC(=S)N1CCOCC1	13	-1.9	-5	89	0	-2	12	0	0	-8
Cc1ccc2c(c1)cc(CN(Cc1ccco1)C(=O)N1CCOCC1)c1nnnn12	0	-0.6	4	/	-1	1	3	-2	1	-14
COc1cc(CCC(=O)O)on1	16	-3.4	-3	84	-3	1	17	-1	-4	3
CC(C)c1ccc(NC(=O)CN2C(=O)c3ccccc3S2(=O)=O)cc1	-1	0.7	-2	99	-4	8	-6	1	2	-5
Cc1ccc(Cn2ncc3c(N4CCN(CC#N)CC4)ncnc32)cc1	1	-3.1	5	116	-1	-3	15	3	-1	-14
Cc1cc(N2CCN(C)CC2)nc2ccc(NC(=O)CCC3CCCC3)cc12	-18	-2.4	-1	106	1	0	11	-5	5	-11
C/C(=N\NC(=O)c1ccccc1)c1ccccc1F	-1	1.9	-12	91	-1	3	-13	-8	0	3
O=C(OCc1ccc(COC(=O)c2ccc(O)cc2)cc1)c1ccc(O)cc1	-5	3.3	-1	97	-1	1	-15	-4	1	12
CN=c1sc2ccccc2n1CC(O)COc1ccccc1 (configuration not stated)	-11	0.4	6	100	-1	/	-2	5	0	43
CCC(C)c1c(O)nc(SCC(=O)Nc2ccccc2)[nH]c1=O (configuration not stated)	0	-1.9	-11	110	-2	1	10	-7	5	1
CCOC(=O)C1C(c2ccc(O)c(O)c2)NC(=S)NC1(O)C(F)(F)F (configuration not stated)	-11	-3.3	-2	108	2	0	15	8	-4	-21
COc1cc(C2C(C#N)=C(N)OC3=C2C(=O)CC(C)(C)C3)cc([N+](=O)[O-])c1O (configuration not stated)	9	-2.6	0	95	-4	10	14	5	1	-12
Cc1ccc(S(=O)(=O)Nc2nnc(CC(C)(C)C)s2)cc1	-3	0.0	-3	102	2	-2	0	2	1	7
O=C1NCCOC(=O)[C@H](Cc2ccc(F)cc2)CC/C=C/C[C@@H]1CC(=O)N(CCO)Cc1ccccc1	-17	-1.5	7	95	-4	-2	9	3	0	/
O=C(CN1C(=O)S/C(=C/c2ccccn2)C1=O)N1CCOCC1	-6	-2.9	-5	101	-2	2	15	-4	2	2
O=C(Nc1cccc(-c2ccc3nncn3n2)c1)c1ccco1	7	-1.4	-8	105	0	4	7	-7	-2	17
Cc1cc(C)nc(Nc2ccc(O)cc2)n1	-10	-3.1	-3	97	-5	-2	14	0	3	-17
COc1ccc(CC(=O)OCC(=O)NCc2ccc(F)cc2)cc1	3	-2.1	-9	135	-1	-3	11	-6	-1	12
COc1cccc(NCc2nnc(SCC(=O)NC3CCS(=O)(=O)C3)n2C2CCCCC2)c1 (configuration not stated)	24	-5.3	-5	98	-1	1	28	4	-10	-7
Cc1ccc(S(=O)(=O)Nc2cccc(C(=O)NCC(c3ccco3)N3CCCCC3)c2)cc1F (configuration not stated)	-5	4.5	-1	103	4	-2	-28	9	-4	-5
c1ccc(CC2CCN(C3=Nc4cccc5cccc3c45)CC2)cc1	-21	2.4	-4	104	4	1	-15	-3	10	-6
O=C(CC(SCCO)c1ccc2c(c1)OCO2)c1ccco1 (configuration not stated)	-23	-3.8	4	/	0	1	22	0	8	28
CC(=O)Oc1ccc(C23c4ccccc4C2(OC(C)=O)c2cc(OC(C)=O)ccc23)cc1 (configuration not stated)	-20	2.7	-4	92	-3	-3	-14	-12	5	-17
CCOc1ccccc1N1CCN(C(=O)c2cc[n+]([O-])cc2)CC1	-21	-1.4	-8	92	-3	0	8	-8	-8	2
COC(=O)c1cc(NC(=O)Cc2coc3cc(OC)ccc23)cc(C(=O)OC)c1	0	3.5	0	113	-5	-5	-18	9	7	4
COCc1ccc(CN2CCCC(CO)(Cc3ccccc3)C2)o1 (configuration not stated)	-6	-0.9	-5	98	0	10	5	-3	2	15
COc1ccc(NC(=O)C2Cc3ccccc3CN2C(=O)c2ccccc2)cn1 (configuration not stated)	11	-3.0	-11	102	-1	0	15	-2	-1	-3
CC1SCC(=NOCc2c(Cl)cccc2Cl)CS1 (configuration not stated)	-17	3.4	0	99	-19	3	-17	0	0	28
COc1ccc(NC(=O)c2cccn(CC=C(C)C)c2=O)cc1	-8	-0.6	4	101	-2	-3	3	0	3	20
CCN(CC)C(=O)CSc1nc2c(sc(=S)n2-c2ccc(C)cc2C)c(=O)[nH]1	-12	-0.6	-6	106	6	3	3	-3	3	12
O=C(COc1cc2oc(=O)c3c(c2cc1Cl)CCCC3)NCC1CCC(C(=O)O)CC1 (configuration not stated)	1	-0.7	-14	111	1	3	4	-8	4	26
COc1cc(OC)c(OC)cc1/C=C1\CC(C)C/C(=C\c2cc(OC)c(OC)cc2OC)C1=O (configuration not stated)	-6	-0.7	-6	115	1	-1	3	1	2	13
CCn1c(=O)n(CC)c2cc(N3CCCC3)c(NC(=O)c3ccc(F)cc3)cc21	4	-3.4	-1	101	1	5	18	6	-1	7
CC(Nc1nc2ncn(Cc3ccccc3)c2c(=O)[nH]1)C(=O)O (configuration not stated)	5	-2.0	9	107	-1	3	12	2	1	-13
CN1CCC(CN)(N2CCN(c3ccccc3)CC2)CC1	15	-2.7	1	90	-2	-87	12	1	-4	8
Cc1ccc(NC(=O)c2cccc(NC(=O)CC3SC(N4CCCCC4)=NC3=O)c2)nc1 (configuration not stated)	-1	-0.8	-15	98	3	-3	5	-19	0	-6
CCCc1nn2c(=O)cc(COc3cccc(NC(=O)c4ccco4)c3)nc2s1	-2	-2.6	3	105	1	3	14	-11	-3	-1
S=C(Nc1cccnc1)NC1CCCCCCC1	11	0.8	-1	114	-4	5	-4	1	-4	6
NC(=O)COc1c(-c2ccc(Br)o2)oc2ccccc2c1=O	-30	-0.5	-8	92	-6	3	2	2	8	28

Ten compounds already listed, sorted by heavy-atom count, high to low:
SMILES	HTR5A inv ag	OPRM1-OPRD1 ag	PKA-R2B activ	Pemphigus Ab inh	DAGLB inh	V-ATPase pHluor	MOR-DOR inv ag	PKA-R1A activ	HTR5A ag ctr	Arrestin-AP2 inh
COc1cc(OC)c(OC)cc1/C=C1\CC(C)C/C(=C\c2cc(OC)c(OC)cc2OC)C1=O (configuration not stated)	-6	-0.7	-6	115	1	-1	3	1	2	13
Cc1ccc(NC(=O)c2cccc(NC(=O)CC3SC(N4CCCCC4)=NC3=O)c2)nc1 (configuration not stated)	-1	-0.8	-15	98	3	-3	5	-19	0	-6
O=C(COc1cc2oc(=O)c3c(c2cc1Cl)CCCC3)NCC1CCC(C(=O)O)CC1 (configuration not stated)	1	-0.7	-14	111	1	3	4	-8	4	26
CCCc1nn2c(=O)cc(COc3cccc(NC(=O)c4ccco4)c3)nc2s1	-2	-2.6	3	105	1	3	14	-11	-3	-1
CCN(CC)C(=O)CSc1nc2c(sc(=S)n2-c2ccc(C)cc2C)c(=O)[nH]1	-12	-0.6	-6	106	6	3	3	-3	3	12
COCc1ccc(CN2CCCC(CO)(Cc3ccccc3)C2)o1 (configuration not stated)	-6	-0.9	-5	98	0	10	5	-3	2	15
CC(Nc1nc2ncn(Cc3ccccc3)c2c(=O)[nH]1)C(=O)O (configuration not stated)	5	-2.0	9	107	-1	3	12	2	1	-13
NC(=O)COc1c(-c2ccc(Br)o2)oc2ccccc2c1=O	-30	-0.5	-8	92	-6	3	2	2	8	28
CN1CCC(CN)(N2CCN(c3ccccc3)CC2)CC1	15	-2.7	1	90	-2	-87	12	1	-4	8
S=C(Nc1cccnc1)NC1CCCCCCC1	11	0.8	-1	114	-4	5	-4	1	-4	6
